CHT allo act = CHT positive allosteric modulators, primary screen, cell-based, membrane potential dye, choline EC20. CHT-expressing cells; active compounds read high; LV-AA mutant CHT in HEK293 cells. AID 488977, 2010. High affinity choline transporter 1 (Homo sapiens), Q9GZV3. B-score at 10 µM. hit rate 0.49% among 310,000;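 active = initial fluorescence not abnormally high and integrated response B-score, plate-corrected, over 3 SD above library mean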
Target sequence (Q9GZV3 whole entry, looked up): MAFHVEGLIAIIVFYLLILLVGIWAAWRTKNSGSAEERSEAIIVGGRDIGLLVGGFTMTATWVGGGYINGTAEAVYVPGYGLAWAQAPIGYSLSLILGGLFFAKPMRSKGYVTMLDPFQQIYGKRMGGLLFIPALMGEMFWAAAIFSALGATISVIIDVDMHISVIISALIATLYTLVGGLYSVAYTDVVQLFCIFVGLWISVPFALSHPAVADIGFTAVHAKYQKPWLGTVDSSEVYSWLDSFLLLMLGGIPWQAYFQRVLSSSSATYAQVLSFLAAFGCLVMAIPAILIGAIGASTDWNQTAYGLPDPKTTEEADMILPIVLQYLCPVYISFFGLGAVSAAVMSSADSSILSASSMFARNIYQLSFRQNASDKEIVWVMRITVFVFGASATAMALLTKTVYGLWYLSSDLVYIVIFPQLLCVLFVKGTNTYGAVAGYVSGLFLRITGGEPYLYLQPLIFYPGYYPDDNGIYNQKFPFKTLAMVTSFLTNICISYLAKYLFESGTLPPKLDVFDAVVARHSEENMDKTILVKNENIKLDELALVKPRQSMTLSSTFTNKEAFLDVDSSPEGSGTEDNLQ
CHT inh = inhibitors of human choline transporter CHT | High affinity choline transporter 1 (Homo sapiens), Q9GZV3 | CHT-expressing cells, membrane potential dye, choline response; active compounds read low | B-score at 10 µM | hit rate 0.86% among 310,000 | AID 488975, 2010;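 active = B-score over 3 SD under the library average, and starting fluorescence ratio not unusually high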;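 also: choline stimulus applied at its EC90 after an EC20 pre-addition; B-score computed on integrated fluorescence ratio after choline addition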
Calls only; i = inactive.

SMILES	CHT allo act	CHT inh
Cc1ccc(COc2ccc(/C=N/NC(=O)c3ccc(CN4CCOCC4)cc3)cc2)cc1	i	i
CC(C)NC(=S)N=Nc1c(O)[nH]c2ccc(C(C)C)cc12	i	i
Cc1ccc(S(=O)(=O)N(C)c2ccc3sc(C)nc3c2)cc1	i	i
S=C(NCC1CCCO1)N1CCN(Cc2ccccc2Cl)CC1 (centres undefined)	i	i
CC(NC(=O)/C=C/c1ccco1)c1nc2ccccc2n1Cc1ccccc1F (centres undefined)	i	i
Cc1ccc(S(=O)(=O)N2CCC(C(=O)OCCOc3ccccc3)CC2)cc1C	i	i
COc1ccc(CCNC(=O)CN2C(=O)NC(Cc3c[nH]c4ccccc34)C2=O)cc1 (centres undefined)	i	i
Cc1ccc(C2(C(F)(F)F)N=C3Sc4cc(C)cc(C)c4N3C(=O)N2)cc1 (centres undefined)	i	i
COC(=O)Cn1c(=NC(=O)c2ccc(OC)cc2)sc2cc(OC)ccc21	i	i
COc1ccc(NC(=O)CSCC(=O)Oc2c(OC)cccc2OC)cc1	i	i
COc1ccc(C(C)=O)cc1CN1C(=O)NC2(CCCCC2C)C1=O (centres undefined)	i	i
CCCOc1ccc(C(=O)N2CCN(Cc3ccc4c(c3)OCO4)CC2)cc1	i	i
Cc1ccc2c(C)cc[n+](CCCS(=O)(=O)[O-])c2c1	i	i
COc1ccc(CN(C(=O)c2cc3ccccc3oc2=O)C2CCS(=O)(=O)C2)cc1OC (centres undefined)	i	i
COc1ccccc1N1CCN(C(=O)c2oc3ccc(Br)cc3c2C)CC1	i	i
Cc1cccc(C)c1NC(=S)NCc1ccccc1	i	i
O=C(O)/C=C/C(=O)Nc1ccc(-n2nccc2C(F)(F)F)cc1	i	i
CCN(CC)S(=O)(=O)c1cccc(C(=O)N2CCCCC2)c1	i	i
COc1ccccc1C(=O)N(Cc1ccc(C)o1)C1CCS(=O)(=O)C1 (centres undefined)	i	i
CCOc1ccc(N(C(C)C(=O)N/N=C(\C)c2cccc(NC(=O)c3ccccc3)c2)S(C)(=O)=O)cc1 (centres undefined)	i	i
O=C(c1ccc(-c2ccccc2Cl)o1)N1CCN(c2ccccc2O)CC1	i	i
CN(c1ccc(OCC(=O)OCC(=O)Nc2ccccc2)cc1)S(=O)(=O)c1cccs1	i	i
CN(C)c1ccc(C(=S)NC2CCCCC2)cc1	i	i
Cc1ccc(NC(=O)NCc2cccnc2)cc1	i	i
Cc1nnc(NC(=O)CSc2nnc(CNC(=O)c3ccc(S(=O)(=O)N(C)C)cc3)o2)s1	i	i
CCOc1ccccc1/C=C(\C#N)C1=CCCC1	i	i
O=c1cc(-c2cccc([N+](=O)[O-])c2)[nH][nH]1	i	i
Cc1cccc(-n2c(N)cc(=O)nc2SCC(=O)Nc2ccccc2)c1	i	i
COc1ccc(N2CCN(C(=O)c3ccc(Oc4ccc(C(F)(F)F)cn4)cc3)CC2)cc1	i	i
CCOC(=O)c1nn(-c2ccc(C)c(C)c2)c(=O)c(C#N)c1C	i	i
CN(Cc1ccccc1)CC(O)COc1ccc(CNCCc2ccncc2)cc1 (centres undefined)	i	i
Cc1nnc(NC2CCCCC2)[nH]c1=O	i	i
COc1ccc(C(=O)N/N=C/c2c(C)[nH]c(=O)[nH]c2=O)cc1	i	i
COc1ccc(/C=C2\SC(=S)N(CCC(=O)NCCc3ccc(O)cc3)C2=O)cc1	i	i
O=S(=O)(NC1CCSc2ccccc21)c1ccc(Cl)nc1 (centres undefined)	i	i
CCn1c2ccccc2c2nnc(SCCCn3c(=O)[nH]c4ccccc43)nc21	i	i
COc1cc(/C=N/N=C2\CC3CCC2(C)C3(C)C)ccc1O (centres undefined)	i	i
CN(C)S(=O)(=O)c1ccc(C(=O)Nc2ccc(S(=O)(=O)NC3=NCCCCC3)cc2)cc1	i	i
N#CC(c1ccccc1)c1ccc(=O)[nH]n1 (centres undefined)	i	i
CCC(C)(C(=O)Nc1ccc(OC)cc1)N(C)C(=O)Cn1nnnc1N (centres undefined)	i	i
Cc1ccccc1NS(=O)(=O)c1cc(C(=O)Nc2cccc([N+](=O)[O-])c2)ccc1C	i	i
CC1=C(C(=O)OCc2ccccc2)C(c2ccccc2-c2ccccc2)NC(=O)N1CCCCCC(=O)O (centres undefined)	i	i
CCOC(=O)C[C@H]1c2cc(F)ccc2S(=O)(=O)N1c1ccccc1	i	i
Cc1c(NC(=O)Nc2ccc3c(c2)OCO3)c(=O)n(-c2ccccc2)n1C	i	i
CCCOc1ccc(-c2nc3c(c(=O)[nH]c(=O)n3Cc3ccccc3)n2CCO)cc1OCC	i	i
CN(C)S(=O)(=O)c1ccc(N2CCCC2)c(C(=O)NNC(=O)COc2ccc(Cl)cc2)c1	i	i
CCOC(=O)C1CCCN(C(=O)c2cc(Nc3ccc(OC)cc3OC)nc3ccccc23)C1 (centres undefined)	i	i
COC(=O)CCC(=O)OC1(C)C(=O)C2=CN(C(CO)CO)C(c3ccc(OC)cc3)=CC2=C(Br)C1=O (centres undefined)	i	i
Cc1ccc(C(=O)OCC(=O)N(CCc2ccccc2)Cc2ccccc2)cc1S(=O)(=O)N1CCOCC1	i	i
O=C(NCc1ccccc1)C1=C[C@@H](c2ccccc2)C[C@@H](OCCCCO)O1	i	i
Other entries.
SMILES	CHT allo act	CHT inh
Cc1ccc(NC(=O)NC(=O)CSc2nnnn2C)c(C)c1	i	i
CC1(C)CC(Cc2nc(=S)[nH][nH]2)C(=O)O1 (centres undefined)	i	i
CCOC(=O)c1c(S(=O)(=O)NCC(=O)Nc2ccc(F)cc2)c(C)n(C)c1C	i	i
COc1ccc(OC)c(S(=O)(=O)N(C)CC(=O)O)c1	i	i
Cc1onc(-c2c(F)cccc2Cl)c1C(=O)NC(=S)Nc1c(C)n(C)n(-c2ccccc2)c1=O	i	i
O=C(COC(=O)C1(c2ccccc2F)CCCC1)NCc1cccs1	i	i
O=C(NCc1cccs1)C1CCC(=O)N1C1CCCCC1 (centres undefined)	i	i
O=S(=O)(Nc1nc2ccccc2nc1Cl)c1ccc2c(c1)OCCO2	i	i
CCCCn1nnnc1SCC(=O)Nc1ccc2c(c1)OCCO2	i	i
CCOC(=O)c1ccc(NC(=O)CN2CCN(c3ccccc3)CC2)cc1	i	i
COC(=O)c1ccc(S(=O)(=O)N2CCN(C(c3ccccc3)c3ccccc3)CC2)n1C	i	i
O=C1Nc2ccccc2C12OCC(COc1ccc(Cl)cc1)O2 (centres undefined)	i	i
CC(C)C(C)(C#N)NC(=O)CSc1ncnc2sc(-c3ccccc3)cc12 (centres undefined)	i	i
CN1CCN(C(=O)CCCOc2cc(=O)n(C)c3ccccc23)CC1	i	i
Cc1cnc(C(=O)OCC(=O)c2ccc(F)c(F)c2)cn1	i	i
CC(=O)COC(=O)c1cc(-c2ccc(C)cc2)nc2ccccc12	i	i
Oc1ccccc1NCC(O)Cn1ccc2ccccc21 (centres undefined)	i	i
O=C(NCc1cccnc1)Nc1ccc2c(c1)OCO2	i	i
COc1ccc(N2CC(C(=O)Nc3nc4ccc(S(C)(=O)=O)cc4s3)CC2=O)cc1 (centres undefined)	i	i
COc1ccc(C(=O)NCC(c2ccco2)N2CCc3ccccc3C2)cc1 (centres undefined)	i	i

16 entries from above, reformatted:
Every second line gives: CHT allo act	CHT inh
- Cc1onc(-c2c(F)cccc2Cl)c1C(=O)NC(=S)Nc1c(C)n(C)n(-c2ccccc2)c1=O
 : i	i
- O=C(COC(=O)C1(c2ccccc2F)CCCC1)NCc1cccs1
 : i	i
- O=C(NCc1cccs1)C1CCC(=O)N1C1CCCCC1 (centres undefined)
 : i	i
- O=S(=O)(Nc1nc2ccccc2nc1Cl)c1ccc2c(c1)OCCO2
 : i	i
- CCCCn1nnnc1SCC(=O)Nc1ccc2c(c1)OCCO2
 : i	i
- CCOC(=O)c1ccc(NC(=O)CN2CCN(c3ccccc3)CC2)cc1
 : i	i
- COC(=O)c1ccc(S(=O)(=O)N2CCN(C(c3ccccc3)c3ccccc3)CC2)n1C
 : i	i
- O=C1Nc2ccccc2C12OCC(COc1ccc(Cl)cc1)O2 (centres undefined)
 : i	i
- CC(C)C(C)(C#N)NC(=O)CSc1ncnc2sc(-c3ccccc3)cc12 (centres undefined)
 : i	i
- CN1CCN(C(=O)CCCOc2cc(=O)n(C)c3ccccc23)CC1
 : i	i
- Cc1cnc(C(=O)OCC(=O)c2ccc(F)c(F)c2)cn1
 : i	i
- CC(=O)COC(=O)c1cc(-c2ccc(C)cc2)nc2ccccc12
 : i	i
- Oc1ccccc1NCC(O)Cn1ccc2ccccc21 (centres undefined)
 : i	i
- O=C(NCc1cccnc1)Nc1ccc2c(c1)OCO2
 : i	i
- COc1ccc(N2CC(C(=O)Nc3nc4ccc(S(C)(=O)=O)cc4s3)CC2=O)cc1 (centres undefined)
 : i	i
- COc1ccc(C(=O)NCC(c2ccco2)N2CCc3ccccc3C2)cc1 (centres undefined)
 : i	i

Additional structures:
SMILES	CHT allo act	CHT inh
Cc1cccc(C(=O)N2CCc3cc(-c4csc(NC(=O)CN5CCCC5)n4)ccc32)c1	i	i
CCC(=O)N1CCc2cc(S(=O)(=O)CCC(=O)N3CCN(c4ccc(Cl)cc4)CC3)ccc21	i	i
CC(Nc1ccccc1N1CCCCC1)C(=O)N1CCc2ccccc21 (centres undefined)	i	i
COc1ccc(NC(=O)CC2C(=O)N(c3cccc(OC)c3)C(=O)N2C2CCCCC2)cc1 (centres undefined)	i	i
CCOc1ccc(OCCSc2nc(N)cc(=O)[nH]2)cc1	i	i
N=c1c(C(=O)NCC2CCCO2)cc2c(=O)n3ccccc3nc2n1Cc1ccco1 (centres undefined)	i	i
O=C(c1ccco1)c1nc2c(n1O)CCCCC2	i	i
N/C(=N\OCC(=O)Nc1ccccc1)c1nonc1N	i	i
O=C(O)CSCC(=O)NCc1ccc(Cl)cc1Cl	i	i
CCN(C1CCCCC1)S(=O)(=O)c1cc(C)ccc1OC	i	i
COc1ccc(NC(=O)c2cc(S(=O)(=O)N3CCc4ccccc43)cn2C)cc1	i	i
COc1ccc(C2Nc3ccccc3C(=O)N2c2ccc(C)cc2)cc1COc1ccccn1 (centres undefined)	i	i
CC(=O)n1nc(-c2ccco2)nc1N	i	i
COc1ccc(CC(=O)NCC2(c3ccc(OC)c(OC)c3)CCOCC2)cc1	i	i
FC(F)(F)c1ccccc1NC(=S)NC1CCN(Cc2ccccc2)CC1	i	i
CC(=O)N1CCC(C(=O)Nc2ccc3c(c2)CCC3)CC1	i	i
O=C(Nc1ccc2c(c1)OCO2)C1CC(c2ccc(F)cc2)=NO1 (centres undefined)	i	i
O=C(CSc1ncnc2scc(-c3ccc(F)cc3)c12)c1ccc2c(c1)OCCO2	i	i
CS(=O)(=O)c1cnc(-c2ccccc2)nc1-c1ccccc1Cl	i	i
CCOC(=O)N1CCC2(CC1)C(C#N)=C(N)Oc1c2sc2nc(C)cc(C)c12	i	i
CCn1c2ccccc2c2nnc(SCCN3CCCCC3)nc21	i	i
CCOC(=O)C(C(=O)N(C)C)c1ncc(C(F)(F)F)cc1Cl (centres undefined)	i	i
Cc1ccc2c(c1)N=C(c1ccccc1)CC(C(Cl)Cl)=N2	i	i
COCCOC(=O)c1[nH]c2c(c1C)C(=O)CC(c1ccc(OC)cc1)C2 (centres undefined)	i	i
Cc1ccc(-c2cc(C(=O)O)n(-c3ccc(S(N)(=O)=O)cc3)n2)cc1	i	i
O=C(C1CC1)N1CCN(c2ccc([N+](=O)[O-])cc2)CC1	i	i
CC(=O)c1ccc(NC(=O)CCn2c(=S)oc3ccccc32)cc1	i	i
COC(=O)[C@H]1[C@@H](C)N(CCc2cc(OC)c(OC)c(OC)c2)C(=O)N[C@H]1c1ccccc1	i	i
CCOc1ccc2[nH]c(=O)c(CN(CCN3CCOCC3)Cc3nnnn3C(C)(C)CC)cc2c1	i	i
CC(C)Cc1nnc(NC(=O)CSc2ncn[nH]2)s1	i	i
CC(C)(C)c1ccc(C(=O)N2CCN(CCNC(=O)C(=O)NCc3ccc(Cl)cc3)CC2)cc1	i	i
CC(=O)Nc1ccc(NC(=O)C2CCN(C(=O)c3ccc([N+](=O)[O-])cc3)CC2)cc1	i	i
Cn1ncc2c(NNC(=O)c3ccc(Cl)c(Cl)c3)ncnc21	i	i
CCCCOc1ccc(C(CC(=O)NC)C(=O)O)cc1 (centres undefined)	i	i
O=C(NCc1ccco1)c1csc(Nc2ccccc2Cl)n1	i	i
CCC(CC)NC(=O)Nc1ccccc1C	i	i
O=C(/C=C/c1ccccc1)N1CCN(c2ccccn2)CC1	i	i
COc1cccc(-n2c(N)c(C#N)c3ccc([N+](=O)[O-])cc3c2=O)c1	i	i
CCc1ccc2[nH]cc(C(=O)N3CCCCCC3)c(=O)c2c1	i	i
Cc1cc(C)n(CC(O)Cn2c3ccccc3c3ccccc32)n1 (centres undefined)	i	i
CCOc1ccc(Nc2ccc(N3C(=O)CCC3=O)cc2[N+](=O)[O-])cc1	i	i
CCOc1ccc(CC(=O)C2C(=O)CC(C)(C)CC2=O)cc1OCC	i	i
CCCCOC(=O)CCc1nc2ccccc2[nH]1	i	i
Cc1ccc(SCc2noc(C(=O)NCC3CCCO3)c2C(=O)O)cc1C (centres undefined)	i	i
O=C(O)c1cccc(NC(=O)c2ccc3c(c2)C(=O)N(c2cccc([N+](=O)[O-])c2)C3=O)c1	i	i
CCOC(=O)C1CCN(C(=O)COC(=O)c2nc3nc(C)cc(C)n3n2)CC1	i	i
CC1(C)CC(=O)C=C(c2ccc3c(c2)OCO3)C1	i	i
Cc1ccccc1-n1nc(SCC(=O)O)sc1=S	i	i
CC(C)N1CCC(N2CCN(Cc3ccc(-c4ccccc4Cl)o3)CC2CCO)CC1 (centres undefined)	i	i
Cc1onc(-c2ccccc2)c1C(=O)N/N=C/c1cccc(O)c1	i	i
COC(=O)c1ccc(C(C(=O)NCc2ccccc2)N(Cc2cccs2)C(=O)c2cnccn2)cc1 (centres undefined)	i	i
O=C(Nc1ccccc1)c1cnc(-c2ccccc2)nc1-c1ccccc1	i	i
Cc1cccc(N2CCN(CC(=O)Nc3nccs3)CC2)c1C	i	i

This is a random part of the collection; any-hit rate near 1.5%.
